# VEEV TC-83 Vero: inhibitors of VEEV TC-83 cytopathic effect, confirmation, Vero cells (AID 588727); 0.13% of 350,000 active; Vero cells, VEEV TC-83 cytopathic effect inhibition; higher % means a stronger effect; one-dose inhibition, % at 20 µM; IC50 in µM for titrated hits; in the data active = a potency from the dose series; inconclusive = inhibition mostly from about 14% at the one dose, without a potency; inactive = the rest, 99 in 100 with inhibition below about 12%; also: strong numbers were not always called active
# H37Rv inhibition: M. tuberculosis growth inhibition, HTS (AID 449762); inhibition, % at 25 µM; hits with a dose series show IC50 in µM; M. tuberculosis H37Rv growth inhibition, 7H9 media; higher % means a stronger effect; 0.59% of 330,000 active; in the data active = a potency from the dose series; inconclusive = inhibition above about 70% without an active follow-up result;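 also: bacterial growth assessed after seven days of incubation; strong numbers were not always called active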
# M. tuberculosis: growth inhibition of non-replicating M. tuberculosis (AID 488890); one-dose inhibition, % at 25 µM; IC50 in µM for titrated hits; Mycobacterium tuberculosis non-replicating, growth inhibition; higher % means a stronger effect; 0.39% of 320,000 active; in the data active = a potency from the dose series; inconclusive = inhibition mostly from about 82% at the one dose, without a potency; inactive = the rest, 99 in 100 with inhibition below about 76%;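 also: plate controls were DMSO cells for no effect and high antibiotic wells for full effect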
# Salmonella PhoP GFP: PhoP regulon inhibitors, Salmonella typhi PhoP promoter GFP reporter, confirmatory (AID 1850). Salmonella Typhi PhoP-promoter GFP reporter, fluorescence, 4 h; higher % means a stronger effect. 0.33% of 310,000 active. inhibition, % at 50 µM, or IC50 in µM where a hit was titrated; in the data active = a potency from the dose series; inconclusive = inhibition mostly from about 25% at the one dose, without a potency; inactive = the rest, 99 in 100 with inhibition below about 19%;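 also: 0% = induced wells with vehicle and 100% = uninduced wells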
# influenza NS1A: H1N1 influenza NS1A inhibitors, functional cell based assay (AID 504329); 0.3% of 340,000 active; NS1A functional cell-based assay, percent inhibition; higher % means a stronger effect; inhibition, % at 12.5 µM, or IC50 in µM where a hit was titrated; in the data active = a potency from the dose series; inconclusive = inhibition above about 27% without an active follow-up result; also: strong numbers were not always called active
# VEEV TC-83 Vero 10K pilot screen: also measured in VEEV TC-83 Vero; calls as there; inhibition, %; measured here: 10K pilot screen inhibition
# The depositor's hits bear a star; i = inactive; u = inconclusive; x = not tested or not shown.
SMILES,VEEV TC-83 Vero,H37Rv inhibition,M. tuberculosis,Salmonella PhoP GFP,influenza NS1A,others
COc1ccc([C@@H]2CC(=O)c3c(O)cc(O[C@@H]4OC(CO[C@@H]5OC(C)[C@H](O)[C@H](O)C5O)[C@@H](O)[C@@H](O)C4O)cc3O2)cc1O (stereo not given in full),i,-10%,-1%,-11%,0%,
Cc1cccc(C)c1NC(=O)CNC(=O)C12CC3CC(CC(O)(C3)C1)C2,0.8%,20%,-2%,-3%,9%,
CC(=O)c1ccc(OCC(=O)N2CCCC(N(C)Cc3ccccc3)C2)cc1 (stereo not given),1.5%,1%,-3%,-12%,-13%,
Cc1ccc(CN(CC(=O)N/N=C/c2ccccc2[N+](=O)[O-])S(=O)(=O)c2ccc(C)cc2)cc1,4.6%,10%,45%,-11%,1%,
Cc1ccc(C)c(NC(=O)CSc2n[nH]c(-c3ccncc3)n2)c1,0.6%,-5%,9%,0%,-3%,
Cc1ccc(/C([O-])=C(/C(=S)NCCN2CCOCC2)[n+]2ccccc2)cc1[N+](=O)[O-],6.9%,2%,20%,-7%,8%,
O=C(Cc1ccccc1)NCC(=O)OCC(=O)c1ccc(Cl)c([N+](=O)[O-])c1,0.1%,3%,16%,-11%,1%,
CCn1c2ccc(F)cc2c2nnc(SCCN3CCCCC3)nc21,1.0%,28%,64%,10%,-7%,
CCC(C)n1c(O)c(C(c2ccccn2)c2c(O)n(C(C)CC)c(=S)[nH]c2=O)c(=O)[nH]c1=S (stereo not given),1.1%,9%,-1%,7%,-7%,
O=C(O)CCCn1cc(NC(=O)c2c(F)cccc2F)cn1,1.8%,-1%,-21%,-3%,-10%,
O=S(=O)(c1ccc(NC(=S)NC2CC2)cc1)N1CCOCC1,1.2%,-6%,21%,2%,-3%,
CN1CCN(c2ncc(CN3C(=O)c4ccccc4C3=O)s2)CC1,0.1%,-1%,2%,8%,10%,
CCOc1ccc(CCNC(=O)C2CCN(c3nnc(-n4cccc4)s3)CC2)cc1,1.2%,-2%,x,x,0%,
CN(C)CCc1c[nH]c2ccc(C[C@H]3COC(=O)N3)cc12,x,-5%,-12%,6%,x,
CCOc1ccc(CCNC(=O)CS(=O)Cc2nc(-c3ccc(C)cc3)oc2C)cc1 (stereo not given),0.4%,4%,0%,0%,2%,
CC(C)(C#N)C(C)(C)c1nn[nH]n1,1.7%,-11%,3%,-2%,3%,
CCCC(c1nnnn1C(C)(C)C)N1CCN(c2ccccc2)CC1 (stereo not given),4.8%,3%,-1%,5%,-1%,
CCOc1ccc(CCNC(=O)COC(=O)c2nc3nc(C)cc(C)n3n2)cc1OCC,0.3%,4%,-7%,-5%,5%,
O=C(CSc1cccc[n+]1[O-])Nc1ccc(Br)cc1Br,1.0%,-10%,5%,x,5%,
Nc1nc(CCl)nc(N(c2ccccc2)c2ccccc2)n1,u,u,u,6%,x,
O=C(Nc1cc(C(F)(F)F)ccc1-n1cncn1)c1ccc(Cl)cc1,3.6%,15%,16%,0%,-2%,
O=C(NC1CC1)c1ccc2c(c1)N(Cc1ccccc1)CCS2,6.3%,0%,26%,1%,2%,
COC12C(COC(N)=O)C3=C(C(=O)C(C)=C(N)C3=O)N1CC1C2N1C (stereo not given),i,100%,0.12µM*,8.2µM*,-2%,
Cc1ccc(-c2ccc(/C=N/NC(=O)c3ccccc3O)o2)cc1,x,u,16%,-18%,x,
COc1cc(N/C(N)=N/c2nc(C)cc(C)n2)cc(OC)c1,0.8%,-8%,-4%,3%,24%,
Cc1ccc2nc(CCc3ccc(N)cc3)[nH]c2c1,0.6%,-14%,-2%,-4%,-1%,
C(=N\N1CCN(c2ccccn2)CC1)/c1ccccn1,1.7%,-13%,6%,-1%,-20%,
CCn1c(SCC(=O)N2CCOCC2)nc(O)cc1=O,0.3%,-5%,-26%,2%,-5%,
CCO[C@@H]1OC(C(=O)NCc2ccccc2)=C[C@H](C)[C@H]1CCCO,0.3%,0%,-17%,12%,-18%,
O=C(CC1CCCC1)N1CCN(S(=O)(=O)c2ccccc2)CC1,0.4%,2%,0%,x,-11%,
COc1ccc(OC)c(NC(=O)C2CCCN(S(=O)(=O)c3cccc4nsnc34)C2)c1 (stereo not given),8.8%,11%,32%,-12%,28%,
Nc1c(C(=O)N2CCCCC2)sc(=S)n1-c1ccccc1,0.5%,12%,u,-12%,4%,VEEV TC-83 Vero 10K pilot screen=4.5
S=C(NCc1ccncc1)Nc1ccc(Br)cc1Cl,3.0%,2%,54%,-9%,0%,
CC(OC(=O)c1cc2c(ccc3ccccc32)oc1=O)c1nc2ccccc2s1 (stereo not given),2.5%,9%,u,-4%,6%,
NCCSC1CC(=O)N(c2ccc(Cl)c(Cl)c2)C1=O (stereo not given),0.1%,-2%,-10%,-8%,15%,
COC(=O)c1scc(C)c1NC(=O)c1ccccc1F,0.1%,-2%,2%,4%,-2%,
CCCC1C(=O)Nc2ccccc2N1C(=O)c1cccc(C)c1 (stereo not given),i,1%,4%,4%,-11%,
Cc1nnc(NC(=O)CSc2nnc(CNC(=O)c3ccccc3)o2)s1,3.0%,-3%,-36%,-3%,3%,
C/C=C(/C)C(=O)Nc1cccc(C2=NOC3(C2)C[C@@H](C(N)=O)N(C(=O)CC)C3)c1 (stereo not given in full),0.0%,0%,1%,1%,-4%,
COc1ccc(C2=NS(=O)(=O)N(C)C(C(=O)N3CCC(C)CC3)=C2)cc1,0.7%,11%,15%,-15%,2%,VEEV TC-83 Vero 10K pilot screen=0.7
COc1ccc2nc(C)cc(SCC(=O)N/N=C/c3ccccc3)c2c1,0.2%,6%,61%,1%,6%,
CCc1ccc(NC(=O)CN(N=Nc2nonc2C)c2nonc2C)cc1,0.4%,-4%,31%,1%,-7%,
CNC(=O)C12CCC(C)(c3nc4cc(C)c(C)cc4nc31)C2(C)C (stereo not given),4.3%,-4%,10%,-14%,3%,VEEV TC-83 Vero 10K pilot screen=3.2
CCN(CC(=O)NCc1cccs1)C(=O)c1ccc(OC)c(S(=O)(=O)N2CCOCC2)c1,1.1%,-1%,0%,5%,-4%,
O=C(CN1CCCCCC1)Nc1ccccc1[N+](=O)[O-],i,8%,10%,-2%,2%,
COc1ccccc1NS(=O)(=O)c1ccc(Cl)cc1,i,3%,0%,-14%,2%,
Fc1ccc(-c2ccc(CNCc3ccccn3)o2)cc1,1.0%,u,x,-4%,-16%,
Cc1cc(C)cc(NC(=O)CCn2ccnc2)c1,0.2%,2%,0%,22%,1%,
COc1ccccc1Nc1nc(N)nc(CSc2nccc(C)n2)n1,5.7%,-2%,-14%,4%,10%,
COc1ccc(Cn2c(N)c(C#N)c3nc4ccccc4nc32)cc1OC,6.9%,45%,3%,-7%,-26%,

# New compounds follow
SMILES,VEEV TC-83 Vero,H37Rv inhibition,M. tuberculosis,Salmonella PhoP GFP,influenza NS1A,others
COc1ccccc1NC(=O)c1ccc(NC(=O)CN2CCN(C(=O)c3ccco3)CC2)cc1,4.3%,7%,15%,0%,2%,
CCOC(=O)/C(=N\Nc1ccc(Cl)cc1)c1csc(Nc2ccccc2)n1,2.0%,u,0%,15%,2%,
COc1ccccc1CNC(=O)c1c(-c2ccccc2)nn(-c2ccccc2)c1C,i,6%,27%,2%,19%,
COC(=O)[C@@]1(C)[C@H]2C(=O)N(Cc3ccccc3)C(=O)[C@H]2[C@H]2CN=C(SC)N21,i,x,x,x,-26%,
CCOC(=O)c1ccc(NNC(C)=O)c([N+](=O)[O-])c1,i,8%,14%,0%,1%,
CCC(=O)NCCCOc1ccccc1,0.5%,1%,-7%,1%,8%,
O=C(c1cccc(Br)c1)c1conc1C(=O)c1ccco1,0.3%,2%,38%,-7%,-5%,
O=C(COc1ccc(F)cc1)N(Cc1cccc(Br)c1)C1CCS(=O)(=O)C1 (stereo not given),i,-2%,-4%,-2%,4%,
CCn1c(SCC(=O)Nc2cccc(O)c2)nc2c1c(=O)n(C)c(=O)n2C,0.3%,6%,-12%,-4%,-3%,
O=C(OCCN=C1NS(=O)(=O)c2ccccc21)c1cccnc1,0.9%,-9%,x,7%,10%,
CCCNC(=O)CCn1nc(-c2ccccc2)c2ccccc2c1=O,0.8%,-3%,-8%,6%,1%,
Cc1csc2ncc(C(=O)NC(C)c3ccccc3)c(=O)n12 (stereo not given),1.6%,-9%,5%,1%,-13%,VEEV TC-83 Vero 10K pilot screen=0.2
c1ccc(CN2CCN(CCOCCOc3cccc4ccccc34)CC2)cc1,i,4%,u,12%,10%,
COc1cccc(N2C(=O)NC(=O)/C(=C/c3ccc4c(c3)Cc3ccccc3-4)C2=O)c1,1.1%,4%,43%,-17%,5%,
CCOC(=O)c1sc2nc(C)cc(-c3ccccc3)c2c1N,6.4%,12%,40%,-3%,-26%,
C#CCOCCOCCOCCNc1nc(N2CCN(C(=O)[C@H](C(C)C)n3cc(CCO)nn3)CC2)nc(N2CCN(C(=O)[C@H](CCCCN)n3cc(CCCC)nn3)CC2)n1,0.4%,-7%,-7%,-7%,-1%,
CCOc1ccc(/C=C/c2nc(C#N)c(NCCCN(C)C)o2)cc1,21µM*,16%,79%,-3%,-14%,
CCc1ccc(NC(=O)CSc2nnc(CNC(=O)c3ccco3)o2)cc1,3.9%,9%,-17%,5%,-4%,
Cc1ccc(O)c(NC(=O)COc2cc(C)ccc2C)c1,0.9%,-3%,x,-8%,6%,
C=CCc1cccc2cc(C(=O)NC)c(=O)oc12,8.4%,-3%,1%,-7%,-6%,
O=C(Cc1cc(=O)[nH][nH]1)N/N=C/c1cccc2ccccc12,2.6%,-3%,-13%,-8%,8%,
Cc1cc(C)c2c(N=NN3CCOCC3)[nH]nc2n1,0.9%,-3%,47%,0%,0%,
O=S(=O)(c1ccccc1C(F)(F)F)N1CCOCC1,1.7%,0%,1%,-19%,-5%,
O=C(NNC(=O)c1cccc(-n2cnnn2)c1)c1ccccc1,0.2%,5%,-4%,5%,-8%,
CC(=O)c1cccc(NC(=O)NCCc2ccc(Cl)cc2)c1,2.8%,-9%,-3%,-3%,15%,
O=C(Nc1ccc(Cl)cc1)N(Cc1nc2ccccc2c(=O)[nH]1)Cc1cccs1,6.6%,94%,26%,-2%,-2%,
Cc1ccc(-c2csc3ncnc(Oc4ccc5c(C)cc(=O)oc5c4)c23)cc1,9.6%,17%,-9%,15%,4%,
CN(C)CCN(C(=O)/C=C/c1cccs1)c1nc2ccc(Br)cc2s1,0.5%,-1%,15%,7%,5%,
CCc1ccc(N2CC(C(=O)N/N=C/c3cc([N+](=O)[O-])ccc3O)CC2=O)cc1 (stereo not given),10%,19%,47%,56µM*,x,
COc1ccc(C(NC(=O)CNC(C)=O)C(=O)Nc2ccc(C(C)C)cc2)cc1 (stereo not given),1.0%,-2%,40%,-2%,12%,

# Among those listed so far, these contain two or more sulfur atoms:
SMILES,VEEV TC-83 Vero,H37Rv inhibition,M. tuberculosis,Salmonella PhoP GFP,influenza NS1A,others
CCC(C)n1c(O)c(C(c2ccccn2)c2c(O)n(C(C)CC)c(=S)[nH]c2=O)c(=O)[nH]c1=S (stereo not given),1.1%,9%,-1%,7%,-7%,
O=S(=O)(c1ccc(NC(=S)NC2CC2)cc1)N1CCOCC1,1.2%,-6%,21%,2%,-3%,
COc1ccc(OC)c(NC(=O)C2CCCN(S(=O)(=O)c3cccc4nsnc34)C2)c1 (stereo not given),8.8%,11%,32%,-12%,28%,
Nc1c(C(=O)N2CCCCC2)sc(=S)n1-c1ccccc1,0.5%,12%,u,-12%,4%,VEEV TC-83 Vero 10K pilot screen=4.5
Cc1nnc(NC(=O)CSc2nnc(CNC(=O)c3ccccc3)o2)s1,3.0%,-3%,-36%,-3%,3%,
CCN(CC(=O)NCc1cccs1)C(=O)c1ccc(OC)c(S(=O)(=O)N2CCOCC2)c1,1.1%,-1%,0%,5%,-4%,
CN(C)CCN(C(=O)/C=C/c1cccs1)c1nc2ccc(Br)cc2s1,0.5%,-1%,15%,7%,5%,

# (further entries)
SMILES,VEEV TC-83 Vero,H37Rv inhibition,M. tuberculosis,Salmonella PhoP GFP,influenza NS1A,others
COc1cc(OC)c(NS(=O)(=O)c2cc3[nH]c(=O)c(=O)[nH]c3cc2C)cc1Cl,0.6%,11%,-4%,3%,-5%,
CCOC(=O)c1sc2nc(C)nc(Nc3ccc(OC)c(OC)c3)c2c1C,2.7%,15%,-4%,6%,x,
O=c1[nH]c(=S)[nH]c2sc3c(c12)CCCCCC3,i,2%,-12%,-5%,3%,
CSc1ccccc1-c1n[nH]c(=S)o1,1.3%,x,x,x,1%,
CCOc1ccc2c(c1)c1nc3ccccc3nc1n2C,5.9%,15%,0%,8%,-3%,
CCOc1ccc(CNC(=O)C2CCCN(S(=O)(=O)N3CC(C)CC(C)C3)C2)cc1OC (stereo not given),2.7%,-1%,11%,-1%,8%,
